MCF10A rereplic: inducers of DNA re-replication in MCF 10A breast cells | MCF 10A DNA re-replication, Hoechst nuclear intensity, 48 h | Potency, µM (top dose mostly 46.1 µM), inactives show at the highest dose activity, positive = re-replication, hits mostly activators | 2.9% of 350,000 active | AID 624296; further: % of control where 0% means no effect; nearly all actives have a fitted effect of over 50% in size
Nrf2 block: Nrf2 pathway inhibition; A549 ARE-Fluc reporter, luciferase luminescence, 18-24 h; Potency, µM (series often up to 46 µM), inactives show at the highest dose activity change, negative = inhibition, hits mostly inhibitors; 2.1% of 360,000 active; AID 504444; further: on the % scale 0 is the no-effect control and ±100 the full control effect; nearly all actives have a fitted effect of over 60% in size
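Reporter: ARE-Fluc in A549. Exposure: 18-24 h, 37 °C, 5% CO2, 5% FBS OPTI-MEM. Readouts: fluorescent cytotoxicity (CellTiter-Fluor), then luminescent Nrf2 signal after BugLite.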
HepG2 viability: counter-screen for TGF-b inhibitors: cytotoxicity in HepG2 cells; HepG2 CAGA-GFP viability, ATP luminescence, 18 h; Potency, µM (highest dose often 46.1 µM), for inactives: top-dose activity change, negative = cytotoxicity, actives largely listed as cytotoxic; 0.76% of 410,000 active; AID 588856; further: some results filed as inactive show a strong effect at the top dose
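HepG2 CAGA-GFP cells (1000/well, DMEM with 1% FBS) received compound, then TGF-beta at 500 pg/mL final, and were incubated 18 hours at 37 degrees C. Viability was read by CellTiter-Glo luminescence. Media-only wells were set as complete cell-killing and DMSO as no toxicity.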
A549 viability: counter-screen for Nrf2 inhibitors: cytotoxicity in A549 cells; A549 ARE-Fluc cells, CellTiter-Fluor viability, 18-24 h; Potency, µM (doses to about 46 µM), for inactives: at the highest dose activity change, negative = cytotoxicity, usual class: inhibitors; 0.16% of 390,000 active; further: on the % scale 0 is the no-effect control and ±100 the full control effect
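Cytotoxicity counterscreen: CellTiter-Fluor fluorescence was measured in A549 ARE_Fluc cells after 18-24 h of compound exposure in a concentration series. The subsequent BugLite luminescent read reports ARE-luciferase activity.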
Nrf2 activator: activates Nrf2 signaling | AREc32 ARE-luciferase reporter (MCF7-derived line), luminescence, 24 h | Potency, µM (doses to about 46.1 µM), inactives show top-dose activation, usual class: activators | 0.31% of 410,000 active; further: % of control where 0% means no effect; nearly all actives have a fitted effect of over 65% in size
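Quantitative high-throughput format: AREc32 reporter cells, 1000 per well, received compound by pin transfer and were incubated 24 hr at 37 deg C, 5% CO2, before Steady-Glo luminescence detection.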
ATXN2 expr inh: reduces ATXN2 reporter expression in HEK-293 cells; AID 1745845; Potency, µM (top dose mostly 57 µM), for the others: at the top dose activity change, negative = inhibition, most hits filed as inhibitors; 0.72% of 360,000 active; HEK-293 ATXN2-luciferase reporter, luminescence, 24 h; further: on the % scale 0 is the no-effect control and ±100 the full control effect; nearly all actives have a fitted effect of over 55% in size
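ATXN2-luciferase reporter cells (luciferase flanked by upstream and downstream ATXN2 gene portions) were treated 24 h at 37 °C with compounds at up to 57 uM. SteadyGlo luminescence gave expression; GF-AFC fluorescence gave viability.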
S2 tox: reduces viability in counter-screen for ATXN expression inhibitors; S2 cells (HEK-293 line with an ATXN2-luciferase reporter) viability, CellTiter-Fluor protease fluorescence, 24 h; Potency, µM (doses to about 56.7 µM), usual class: cytotoxic; 0.49% of 400,000 active; further: nearly all actives have a fitted effect of over 40% in size
EPAC2 antagonist: antagonists of human EPAC2 | Q8WZA2 | EPAC2 GEF exchange of Rap1B-BODIPY-GDP, fluorescence | Potency, µM (highest dose often 114 µM), without a hit: at the top dose activity, negative = inhibition, most hits filed as inhibitors | 0.18% of 360,000 active; further: on the % scale 0 is the no-effect control and ±100 the full control effect; nearly all actives have a fitted effect of over 45% in size; many of its hits are not listed in these tables
Target sequence (Q8WZA2 whole entry, looked up): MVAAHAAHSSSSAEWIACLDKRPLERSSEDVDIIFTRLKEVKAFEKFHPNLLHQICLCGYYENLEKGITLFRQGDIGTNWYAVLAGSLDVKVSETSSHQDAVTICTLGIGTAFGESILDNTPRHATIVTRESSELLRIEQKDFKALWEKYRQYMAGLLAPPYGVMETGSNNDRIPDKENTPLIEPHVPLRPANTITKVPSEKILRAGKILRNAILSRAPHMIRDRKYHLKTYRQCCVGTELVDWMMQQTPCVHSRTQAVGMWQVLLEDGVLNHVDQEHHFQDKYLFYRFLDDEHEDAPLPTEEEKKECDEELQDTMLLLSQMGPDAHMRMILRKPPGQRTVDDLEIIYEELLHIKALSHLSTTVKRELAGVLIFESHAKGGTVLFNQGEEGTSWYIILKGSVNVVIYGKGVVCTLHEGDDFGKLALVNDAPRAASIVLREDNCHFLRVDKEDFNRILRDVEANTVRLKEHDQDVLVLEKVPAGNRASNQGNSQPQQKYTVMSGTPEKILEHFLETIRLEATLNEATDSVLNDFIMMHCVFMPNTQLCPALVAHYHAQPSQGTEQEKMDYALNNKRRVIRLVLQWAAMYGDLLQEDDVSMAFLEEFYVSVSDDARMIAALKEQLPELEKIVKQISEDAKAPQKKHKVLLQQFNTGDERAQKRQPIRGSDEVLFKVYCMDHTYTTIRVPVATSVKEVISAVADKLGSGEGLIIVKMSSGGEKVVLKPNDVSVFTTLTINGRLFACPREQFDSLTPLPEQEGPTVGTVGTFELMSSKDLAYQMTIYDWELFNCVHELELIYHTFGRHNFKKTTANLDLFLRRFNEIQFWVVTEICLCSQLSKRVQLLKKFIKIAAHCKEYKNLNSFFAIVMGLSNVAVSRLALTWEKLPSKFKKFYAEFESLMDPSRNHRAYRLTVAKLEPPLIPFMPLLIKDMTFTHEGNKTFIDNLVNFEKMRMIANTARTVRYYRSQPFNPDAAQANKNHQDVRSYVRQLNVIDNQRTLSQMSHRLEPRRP
TGFb SMAD3 inh: blocks TGF-b signaling; HepG2 CAGA-GFP TGF-b/SMAD3 reporter, GFP fluorescence, 18 h; TGF-beta stimulated, 500 pg/mL final; Potency, µM (doses to about 46.1 µM), without a hit: at the top dose activity, negative = inhibition, usual class: inhibitors; 1.2% of 410,000 active; further: on the % scale 0 is the no-effect control and ±100 the full control effect; nearly all actives have a fitted effect of over 65% in size
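Using HEPG2 CAGA-GFP reporter cells at 1000 cells/well, we pinned test compounds, stimulated with recombinant TGF-beta (500 pg/mL final) and measured total well GFP after 18 h.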
An asterisk follows results filed as active; i = inactive; ? = inconclusive; . = no result given; [ ] = another dose, or the depositor's remark. The call rests on the fitted dose curve; in most records, active means well fitted curve in the direction sought with a large enough effect; inconclusive means small, poorly fitted or top-dose-only effect, or another doubt; inactive means no such curve, though single readings can be large; an effect the other way counts as inactive or inconclusive. Potency means the concentration at half of the fitted maximal effect.

SMILES | MCF10A rereplic | Nrf2 block | HepG2 viability | A549 viability | Nrf2 activator | ATXN2 expr inh | S2 tox | EPAC2 antagonist | TGFb SMAD3 inh
Cc1ccc(NC(=O)NCCCN2CCCC2=O)c(C)c1 | -5% | -14% | -1% | 2% | -0.5% | -3% | i | 13% | 7%
COc1ccc(C(=O)NCc2cc(C)nc3ccccc23)cc1OC | 1% | ? | -18% | -5% | -0.7% | -5% | i | 8% | ?
Cc1noc(C)c1CSCC(=O)Oc1ccc(N(C)S(=O)(=O)c2ccccc2)cc1 | 7% | 4% | 4% | -7% | -0.5% | 8% | i | 8% | ?
CC1(C)CC(=O)C2=C(C1)N(c1ccc(F)cc1)C(=O)CC2c1ccccc1 (configuration not stated) | 12% | -11% | -3% | -6% | -0.9% | 9% | ? | 13% | 0%
COc1ccc(NC(=O)C2CC2(Cl)Cl)cc1S(=O)(=O)N1CCCCC1 (configuration not stated) | . | . | -20% | . | -0.5% | . | i | -1% | 1%
O=S(=O)(c1cccc(NC(=S)NCc2ccco2)c1)N1CCOCC1 | 5% | 11% | 3% | 2% | -0.5% | 6% | i | -2% | 11%
COc1ccccc1Nc1nc(N)nc(CN2CCN(c3ccccc3F)CC2)n1 | ? | 1% | -27% | -6% | 0.5% | -33% | i | -2% | 6%
CC(C)c1cc(-c2n[nH]c(=S)n2Cc2ccccc2)cs1 | ? | ? | -17% | 10% | -0.7% | -6% | i | -6% | -13%
Cc1ccc(C(=O)CSc2nc3ccccc3c(=O)n2N)o1 | -3% | ? | -14% | 3% | 3.9% | -30% | i | 10% | -35%
Cc1ccc(CONC(=O)c2ccc(C)cc2)cc1 | ? | ? | 3% | 1% | 0.0% | 26% | i | -4% | 1%
COc1ccccc1NC(=S)N/N=C1\CC(C)(C)Oc2ccc(O)cc21 | 10% | 2% | -29% | 2% | 1.1% | -14% | ? | 3% | -18%
O=C(COc1ccc(Br)cc1F)Nc1nnc(C2CC2)s1 | -6% | -7% | -8% | 3% | -0.3% | 4% | i | -1% | -7%
COc1ccc(C)cc1S(=O)(=O)N(C)CC(=O)Nc1ccc2c(c1)OCO2 | -11% | 11% | -20% | 3% | -0.1% | 2% | i | 2% | -2%
O=C(NCCCN1CCOCC1)c1ccc2c(c1)N(Cc1c(F)cccc1Cl)C(=O)CS2 | ? | -4% | -11% | -7% | -0.8% | -20% | i | 5% | -12%
COc1ccc(S(=O)(=O)N2CCN(Cc3cccnc3)CC2)cc1 | -3% | 3% | -4% | -11% | -0.3% | 2% | i | 3% | 2%
Cc1ccc(O)c(CNc2nc3ccccc3n2C)c1 | 3% | 11% | -2% | -14% | 2.9% | 20% | i | -13%[57.1 µM] | 0%
O=C(NNC(=O)c1cc(S(=O)(=O)N2CCOCC2)ccc1Cl)c1ccc(F)cc1 | . | . | 3% | . | -0.7% | . | i | -5% | -3%
O=C(NC(=S)Nc1c(F)cc(F)cc1Br)c1ccc2c(c1)OCCO2 | 8% | 6% | -32% | 16% | 7.7% | . | i | 6% | ?
Cc1cccc(NC(=S)/N=C(\N)Nc2nc(C)c3ccccc3n2)c1 | 28% | ? | -29% | -11% | 7.5% | -21% | ? | 4% | ?
COc1ccc(Cc2c(C3CCCCC3)nc3ccc(Cl)cn23)c(C)c1 | . | . | -27% | . | 5.1% | 6% | ? | -11% | ?
CN1C(=O)C(Cl)(Cl)C(=O)c2ccccc21 | ? | -9% | 0% | ? | ? | -20%[11.3 µM] | i | 4% | ?
Oc1ccc2ccccc2c1Br | -6% | 15% | -13% | -9% | 15% | 4% | i | -21% | -2%
COC(=O)c1ccc2[nH]c(CO)c(-c3ccccc3)c2c1 | 9% | 5% | -22% | -1% | 6.2% | 1% | i | ? | -8%
N#Cc1c(-c2ccccc2)nc2n(c1=O)CCS2 | -1% | 3% | 0% | 0% | 0.7% | 1% | i | -3% | -6%
CCCCc1nc(N2CCOCC2)c(C#N)c2c1CCCC2 | 11% | 3% | -10% | 2% | 0.4% | 17% | i | 3% | -3%
CCOC(=O)c1[nH]c2ccc(F)cc2c1NC(=O)C(C)N1CCc2cc(OC)c(OC)cc2C1 (configuration not stated) | 7.3µM* | ? | -8% | -21% | -0.2% | -21% | ? | -12% | -20%
CC(C)C1=C2OC(N)=C(C#N)C(C#N)=C2C(C)CC1 (configuration not stated) | ? | -7% | 3% | 21% | 4.3% | 0% | i | 4% | -1%
CCCn1nnc(NC(=O)c2cc3ccccc3o2)n1 | 6% | ? | -5% | -1% | 0.1% | 7% | i | -2% | -2%
CCOc1ccc(N2C(=O)c3ccccc3C2O)cc1 (configuration not stated) | 3% | 12% | -6% | -7% | -0.4% | 13% | i | -5% | 4%
Cc1ccc(S(=O)(=O)Cc2ccc(C(=O)N3CCCCCC3)o2)cc1 | 5% | -22% | -6% | -8% | -0.6% | -14% | i | 4% | -3%
COc1cccc(C(=O)Nc2cc(-c3cn4cccnc4n3)ccc2C)c1OC | . | . | -18% | 0% | -0.8% | . | . | . | -14%
CCOCCCNC(=O)c1ccc(N2CC3CC(C2)c2cccc(=O)n2C3)c(NC(=O)Nc2cccc(OC)c2)c1 (configuration not stated) | ? | 6% | -2% | 9% | 2.9% | . | i | 5% | 0%
O=C(CN1C(=O)CC(c2ccco2)Sc2ccccc21)Nc1ccc2c(c1)OCCO2 (configuration not stated) | 1% | -33% | -50% | 2% | 0.1% | 0% | i | -10% | ?
O=C(NCc1cccs1)c1ccc(Cl)s1 | -2% | 8% | 4% | 3% | 3.4% | 0% | i | 3% | -3%
CCOC(=O)C1(Cc2cccc(Cl)c2)CCCN(C(=O)c2ccoc2C)C1 (configuration not stated) | ? | ? | -6% | -1% | 0.6% | -25% | i | -9% | -11%
CC1=C(C(=O)NCCN2CCN(C)CC2)C2(CCC(C)CC2)OC1=O (configuration not stated) | 1% | -11% | -20% | . | -0.2% | -11% | i | 3% | 6%
O=C(N/N=C/c1sc(N2CCOCC2)nc1-c1ccccc1)c1ccccc1F | ? | -13% | -6% | -10% | 2.5% | -8% | i | -28% | -31%
COc1cc(C(=O)Nc2cc(S(=O)(=O)N3CCOCC3)ccc2N2CCOCC2)ccc1OC(F)F | 12% | 0% | -2% | -1% | -0.3% | . | ? | -8% | -1%
CC(C)(C)Nc1nc(-c2ccccn2)nc2ccccc12 | 14% | 21µM* | -24% | -18% | -0.1% | . | i | 7% | ?
CCOC(=O)N1CCC(NC(=O)c2sc(-n3cccc3)nc2C)CC1 | 2% | 4% | 9% | 0% | 12% | -10% | i | 7% | 0%
O=C1COc2ccc(C(=O)COC(=O)c3cc(S(=O)(=O)N4CCOCC4)ccc3F)cc2N1 | -10% | 8% | -3% | -4% | -0.5% | 19% | i | -2% | 12%
O=C(c1ccc(Br)o1)N1CCCc2ccccc21 | 10% | 12% | -20% | -6% | 0.7% | 6% | i | 1% | -17%
Cc1ccc(NC(=O)CN(C)Cc2nc3c(Br)cc(Br)cc3c(=O)[nH]2)cc1 | ? | -4% | 3% | -3% | -0.4% | -25% | i | -1% | -3%
O=C(NCCCC1CCCC1)C1CCC(=O)N(Cc2cccc(F)c2)C1 (configuration not stated) | -4% | -4% | -24% | 8% | -0.4% | -22% | i | 11% | ?
CC(C)CCNC(=O)CCn1nc(-c2ccc(Cl)cc2)ccc1=O | 10% | 3% | -5% | -1% | -1.0% | 3% | i | 6% | -1%
CC(C)CCC(=O)Nc1cc(S(=O)(=O)N2CCOCC2)ccc1N1CCCC1 | . | . | 1% | . | -0.1% | . | ? | 16% | 6%
CC(=O)c1ccc(OC2(C)CCN(Cc3ccccc3OC(F)F)C2)cc1 (configuration not stated) | . | . | -16% | . | 0.0% | -12% | i | 6% | -3%
COc1cc(CNc2ccc3[nH]c(=O)[nH]c3c2)ccc1OCC(=O)NC(C)(C)C | 25% | ? | 4% | 9% | 3.1% | 10% | i | -2% | -9%
CCOc1cc(/C=N/N2CCOCC2)ccc1OCc1ccc(C(=O)OC)o1 | 10% | ? | 3% | 15% | 5.5% | -27% | i | 5% | 8%
N#C/C(C(=O)Nc1ccc(Cl)cc1)=C(/S)Nc1ccccc1 | ? | 0% | 11µM* | 7% | -1.0% | -23% | i | ? | 11µM*

A draw from above in order of count of non-hydrogen atoms, smallest number first.
SMILES | MCF10A rereplic | Nrf2 block | HepG2 viability | A549 viability | Nrf2 activator | ATXN2 expr inh | S2 tox | EPAC2 antagonist | TGFb SMAD3 inh
O=C(c1ccc(Br)o1)N1CCCc2ccccc21 | 10% | 12% | -20% | -6% | 0.7% | 6% | i | 1% | -17%
CC(C)(C)Nc1nc(-c2ccccn2)nc2ccccc12 | 14% | 21µM* | -24% | -18% | -0.1% | . | i | 7% | ?
CC(C)CCNC(=O)CCn1nc(-c2ccc(Cl)cc2)ccc1=O | 10% | 3% | -5% | -1% | -1.0% | 3% | i | 6% | -1%
CCOC(=O)N1CCC(NC(=O)c2sc(-n3cccc3)nc2C)CC1 | 2% | 4% | 9% | 0% | 12% | -10% | i | 7% | 0%
O=C(NCCCC1CCCC1)C1CCC(=O)N(Cc2cccc(F)c2)C1 (configuration not stated) | -4% | -4% | -24% | 8% | -0.4% | -22% | i | 11% | ?
Cc1ccc(NC(=O)CN(C)Cc2nc3c(Br)cc(Br)cc3c(=O)[nH]2)cc1 | ? | -4% | 3% | -3% | -0.4% | -25% | i | -1% | -3%
CCOc1cc(/C=N/N2CCOCC2)ccc1OCc1ccc(C(=O)OC)o1 | 10% | ? | 3% | 15% | 5.5% | -27% | i | 5% | 8%
O=C(N/N=C/c1sc(N2CCOCC2)nc1-c1ccccc1)c1ccccc1F | ? | -13% | -6% | -10% | 2.5% | -8% | i | -28% | -31%
O=C1COc2ccc(C(=O)COC(=O)c3cc(S(=O)(=O)N4CCOCC4)ccc3F)cc2N1 | -10% | 8% | -3% | -4% | -0.5% | 19% | i | -2% | 12%
COc1cc(C(=O)Nc2cc(S(=O)(=O)N3CCOCC3)ccc2N2CCOCC2)ccc1OC(F)F | 12% | 0% | -2% | -1% | -0.3% | . | ? | -8% | -1%

Screens (PubChem BioAssay)

Only part of the results is shown; rates above refer to the full screens.
